# iPSC survival up – hiPSC single-cell survival enhancement | 360,000 tested, 0.044% active | ATPlite luminescence; 100% = ROCK inhibitor wells, 0% = DMSO | survival enhancement, % at 20 µM | AID 602274; in the data active = survival enhancement above about 18%;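 note: cells exposed to compounds for 16 hours before the ATP read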
# Shn3 inh set2 – inhibitors of Schnurri-3 3'UTR reporter in osteoblasts; Clone20 osteoblast Shn3 3'UTR firefly luciferase, 24 h; inhibition, % at 12.5 µM; 360,000 tested, 0.52% active; AID 588674;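 active = mean inhibition of at least 75% with every replicate also reaching 75%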;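 note: 0% = median of neutral control wells and 100% = pilot-screen positive control compound; some compounds past the cut are filed as inactive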
# HIF-2a block – blocks HIF-2a reporter activity | 786-0 RCC cells HIF-2a reporter, luciferase luminescence, overnight | inhibition, % at 18.8 µM | 360,000 tested, 0.72% active;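 active = inhibition of the luminescence signal of 40% or more relative to plate controls, in a single-dose primary screen at 18.75 µM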
# TRPM1 prom inh – inhibitors of MITF-driven TRPM1 promoter in melanoma cells | 330,000 tested, 0.83% active | SK-MEL-5 TRPM1 promoter luciferase, 24 h | AID 488899 | inhibition, % at 12.5 µM;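 active = mean inhibition across replicates of 60% or more, whatever share of single replicates reaches that level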; note: values of inactives mirror those of a sister screen read the other way
# NR2E3 ag-1 – activates human NR2E3 receptor | 360,000 tested, 0.35% active | inhibition of corepressor binding, % at 3.98 µM | Q9Y5X4 | CHO-S Gal4-NCOR/VP16-NR2E3 two-hybrid, luciferase | AID 602229;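 active = inhibition above the mean of all tested compounds plus 3 SD, cut at about 70% in these data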;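 note: 0% = DMSO with NR2E3 transfected cells and 100% = cells lacking NR2E3 construct; higher means lower luciferase signal from less NR2E3 corepressor binding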
# Target sequence (Q9Y5X4 whole entry, looked up, the tested form may be a part): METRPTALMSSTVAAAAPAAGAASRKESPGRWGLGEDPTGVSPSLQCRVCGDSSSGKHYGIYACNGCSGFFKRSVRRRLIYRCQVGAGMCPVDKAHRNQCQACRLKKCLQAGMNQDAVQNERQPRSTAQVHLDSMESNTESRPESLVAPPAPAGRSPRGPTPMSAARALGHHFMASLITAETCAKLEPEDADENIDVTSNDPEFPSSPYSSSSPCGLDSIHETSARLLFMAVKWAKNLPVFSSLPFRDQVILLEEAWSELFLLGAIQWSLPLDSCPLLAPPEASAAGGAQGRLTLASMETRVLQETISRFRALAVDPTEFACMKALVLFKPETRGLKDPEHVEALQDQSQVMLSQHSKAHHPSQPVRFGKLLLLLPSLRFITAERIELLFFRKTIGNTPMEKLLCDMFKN
# EBV LMP1 NFkB – inhibitors of Epstein-Barr LMP1-induced NF-kappaB reporter. LMP1-induced NF-kappaB luciferase reporter cells, luminescence. inhibition, % at 12.5 µM. 350,000 tested, 0.69% active; in the data active = inhibition above about 41%;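 note: 0% = neutral control wells and 100% = reference inhibitor control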
# Peg3 prom inh – inhibitors of Peg3 promoter. 360,000 tested, 1.7% active. HeLa PEG-Prom luciferase reporter, luminescence, overnight. inhibition, % at 20 µM;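 active = inhibition of at least 50% at 20 µM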
# KKLEB cytotox – reduces viability of KKLEB cystic fibrosis airway cells; AID 602141; KKLEB CF airway cells viability, ATPlite luminescence, overnight; active compounds read low; cells stimulated with P. aeruginosa culture filtrate; 360,000 tested, 0.36% active; activity change (cytotoxicity), % at 5 µM;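 active = corrected activity change at or below -50% at 5 µM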
# TRAIL sens C8 – caspase-8 TRAIL sensitization | 360,000 tested, 1% active | AID 624354 | NB7+C8 cells + TRAIL, ATPlite viability luminescence | inhibition (viability loss, TRAIL sensitization), % at 10 µM;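 active = compounds causing at least 50% loss of cell viability in the single-dose screen, relative to plate controls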
# NR2E3 ag-2 – NR2E3 (human) agonism; GST-NR2E3/biotin-RetCOR TR-FRET, 1536-well; inhibition of corepressor binding, % at 4.78 µM; 320,000 tested, 0.12% active; AID 2300;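 active = percent inhibition above the cutoff of mean plus 3 SD of all tested compounds, set per screening campaign, cut at about 20% in these data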;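 note: 0% = DMSO wells and 100% = biotin wells as full block of FRET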
#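 Test system – NR2E3–RetCOR corepressor complex · Quantity – NR2E3 fusion 1.35 nM · Buffer or medium – Tris pH 7.5 · Incubation – Compound–protein incubation for 5 h at 4 °C · Technique – TR-FRET, Eu(K)-anti-GST donor, streptavidin-D2 acceptor, ex 340, em 617/671 nm · Evaluation – percent inhibition of 671/617 nm emission ratio versus biotin and DMSO controls · Plate – 1536-well format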
# CF NFkB inh – blocks PAF-induced NF-kB reporter in cystic fibrosis cells; inhibition, % at 5 µM; KKLEB NF-kB-GFP reporter, GFP fluorescence overnight; 360,000 tested, 0.86% active;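 active = at least 50% inhibition at 5 µM, scaled per plate between neutral and stimulator controls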;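 note: PAF is a Pseudomonas aeruginosa culture filtrate used as stimulus; plate controls were PAF-stimulated DMSO wells for no effect and unstimulated DMSO wells for full effect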
# * = called active by the depositor; x = no result given. These rows are one share of the data; the hit share may differ from the screen's.
mol,iPSC survival up,Shn3 inh set2,HIF-2a block,TRPM1 prom inh,NR2E3 ag-1,EBV LMP1 NFkB,Peg3 prom inh,KKLEB cytotox,TRAIL sens C8,NR2E3 ag-2,CF NFkB inh
NS(=O)(=O)c1ccc(NC(=O)c2ccc(S(=O)(=O)N3CCCCCC3)cc2)cc1,0.2,20.7,8.3,9.5,12.4,1.8,11.2,5.2,10.1,x,5.6
CCCCC[C@H](O)/C=C/C1C(=O)C=C[C@H]1C/C=C\CCCC(=O)OC (some centres undefined),1.5,-1.8,17.4,63.6*,-10.5,-0.6,94.6*,1.8,10.9,x,48.4
COc1ccccc1NC(=O)Nc1nc(CC(=O)Nc2cccc(F)c2)cs1,-0.3,9.4,-39.5,6.3,-1.9,-13.4,4.5,4.6,34.2,-1.9,-30.6
O=c1c(-c2ccc(Br)cc2)coc2c(CN3CCOCC3)c(O)ccc12,-1.4,-28.3,-62.6,-15.3,-11.6,-5.6,-77.7,-3.0,24.7,-0.1,-5.5
Cc1ccc(/C=N/n2c(C)cc(C)c(C#N)c2=O)o1,-1.4,-7.0,6.9,-2.7,-21.6,-24.8,1.2,2.7,-3.6,4.7,-11.6
Cc1cc(O)c(/C=N/Nc2ccc(F)cc2)c(=O)o1,0.9,8.4,-2.2,14.5,-10.1,-18.0,-6.4,1.7,-3.4,0.5,10.8
CCN1CCCC1CNC(=O)c1ccc(CS(=O)(=O)c2ccccc2C)o1 (centres undefined),9.3,9.4,8.5,0.5,2.6,-2.4,-0.1,3.6,1.4,-0.1,-4.0
COc1ccc(CN(CC(=O)NCC2CCCO2)C(=O)CCC(=O)Nc2cc(C)ccn2)cc1 (centres undefined),-1.4,-17.5,14.5,1.9,-8.5,1.2,-13.7,-0.7,4.4,x,0.3
N/C(=N\OC(=O)CCCc1ccccc1)c1ccc([N+](=O)[O-])cc1,0.9,-4.9,-29.3,2.1,-18.1,1.8,-14.6,4.3,-14.6,-0.7,-3.8
COc1ccccc1NC(=O)N1CCC(NC(=O)C2CCCCC2)CC1,-0.1,-3.3,15.3,4.2,-8.2,-7.5,14.8,0.6,-8.7,32.1*,-2.5
COc1ccc(Cl)cc1N=Cc1c(O)cc(C)oc1=O,-2.9,-29.8,4.0,6.4,2.9,-9.2,-2.7,5.8,-1.3,-2.2,3.4
CCCC(=O)Nc1ccccc1NC(=O)CN(C)S(=O)(=O)c1ccccc1,2.0,-2.9,8.6,-3.3,-8.8,-1.6,-4.8,3.8,-7.2,4.8,-6.4
COC(=O)[C@H](Cc1ccccc1)NC(=O)[C@@H](N)CC(=O)OCc1ccccc1,2.4,-2.9,6.4,6.8,-10.2,-1.1,-1.1,-0.1,-5.2,0.2,9.7
Fc1ccc(C2=CC(c3cccs3)n3nnnc3N2)cc1 (centres undefined),0.1,-17.4,-19.6,-12.3,-25.9,-10.8,-22.3,13.0,14.5,0.4,14.2
Cc1c(C(=O)NCc2ccc([N+](=O)[O-])cc2)sc(=O)n1Cc1ccc(-c2ccccc2)cc1,-0.2,14.9,2.3,x,-15.1,x,16.9,-4.6,7.3,x,23.1
Cc1ccnn1CCC(=O)N1CCCC(N2CCN(c3cccc(Cl)c3)CC2)C1 (centres undefined),-0.4,18.5,-31.0,6.4,-23.1,-2.8,-36.4,-9.9,-2.9,-0.8,15.1
O=C(COC(=O)CNC(=O)c1cc(Cl)cc([N+](=O)[O-])c1)NC(=O)NCc1ccco1,2.2,-22.4,-4.0,-10.6,-18.6,-9.9,7.6,12.0,5.3,x,-12.3
CN1CCN(C(=O)CSc2nc(-c3cccs3)cc(-c3cccs3)c2C#N)CC1,-0.8,-5.4,11.6,-22.3,-14.4,-10.3,36.4,-26.2,7.3,4.3,-21.8
Oc1ccc(Br)cc1C=Nc1cccn2cc(-c3ccccc3)nc12,0.5,-37.0,-215.2,-46.3,-32.1,-21.6,-139.1,-2.2,0.7,-8.7,-5.1
Clc1ccc(Cn2cc(Br)cn2)cc1Cl,-0.6,0.1,7.3,3.8,-8.4,-21.0,-0.6,-15.6,1.0,1.6,9.4
CCCSc1nc(-n2ncc(C#N)c2N)c2c3c(sc2n1)CCC(C)C3 (centres undefined),-0.8,16.7,-2.1,-0.1,-43.6,-6.2,3.0,6.6,1.3,4.8,0.0
COc1cccc(CNC(=O)C(=O)NCC2CCCN2S(=O)(=O)c2cc(C)ccc2C)c1 (centres undefined),-0.1,4.5,21.6,-6.3,-13.1,2.7,26.3,-3.1,-20.3,-2.0,-5.6
O=C(OCc1ccccc1)N1CCC2CC1c1cc(/C=C/CCCSc3ncccn3)ccc12 (centres undefined),-1.8,-30.1,-207.6,x,-12.3,-35.8,-133.2,15.8,12.4,x,-12.4
CC12CCC(/C(=C/NNc3ccc([N+](=O)[O-])cc3[N+](=O)[O-])C1=O)C2(C)C (centres undefined),0.7,13.2,3.1,x,5.8,-6.6,-1.4,-17.9,-8.0,x,19.1
COc1ccc(NC(=O)CC2C(=O)N(c3cccc(OC)c3)C(=O)N2C2CCCCC2)cc1 (centres undefined),-1.6,0.6,13.4,10.8,2.6,2.3,13.1,-11.1,-13.2,0.9,4.2
COCCCNC(=O)CN(c1cc(Cl)cc(Cl)c1)S(C)(=O)=O,4.6,-32.7,-3.4,-12.7,1.2,-1.4,6.0,2.2,-18.1,1.9,10.9
O=C(CCN1C(=O)c2ccccc2S1(=O)=O)Nc1nc2c(s1)CCCC2,-0.3,-24.7,-124.0,-41.9,-79.9,0.4,-68.7,-7.1,-7.2,2.4,5.1
O=C1N(Cc2cccnc2)C[C@@H]2C[C@@H](c3ccccc3C(F)(F)F)N3CCC[C@@]123,0.0,3.6,22.8,1.1,-15.7,-0.9,13.3,-6.1,1.8,2.5,8.8
Cc1ccc(C)c(CN2CCCNC2=O)c1,2.6,-5.4,7.5,8.3,-10.4,2.5,2.0,-3.6,-2.4,1.8,11.9
COc1ccc2nc(NC(=O)C3=NN(c4ccccc4)C(=O)CC3)sc2c1,-0.8,-17.5,-60.4,-3.8,-75.2,-2.7,-45.9,-2.7,-1.9,0.8,0.2
COc1cnc(-c2ccccc2)nc1Oc1ccc(Cl)cc1C,1.6,-13.0,7.8,13.0,-5.5,-4.9,-1.0,-1.7,-6.8,-2.0,-1.1
C#CCOCCOCCOCCNc1nc(N2CCN(C(=O)[C@H](CCCCN)n3cc(CN)nn3)CC2)nc(N2CCN(C(=O)[C@H](CCCN=C(N)N)n3cc(C(N)[C@H](C)CC)nn3)CC2)n1 (some centres undefined),-2.4,8.6,6.2,5.5,-15.6,0.6,-8.3,17.0,-2.1,x,-2.3
O=C(NCc1ccco1)c1cc([N+](=O)[O-])ccc1N1CCCCC1,0.6,2.5,17.0,-3.5,0.8,8.6,16.2,2.2,-8.4,1.8,-3.8
O=[N+]([O-])c1cccc(N=NN(CCO)c2cccc([N+](=O)[O-])c2)c1,0.8,17.3,-10.7,-5.0,2.1,-3.8,14.0,-7.2,0.4,3.5,-12.5
O=C1CCCC2=C1C(c1cccs1)n1ncnc1N2 (centres undefined),2.8,-0.2,8.0,2.0,-15.5,-1.1,7.2,-10.4,-17.9,2.1,13.7
c1ccc(C2CCC(N3CCNCC3)CC2)cc1 (centres undefined),1.0,10.9,7.7,6.0,-5.6,-5.2,2.1,0.6,1.6,-2.2,4.3
COc1ccc(-n2nc3c(c2NC(=O)CCCCl)CSC3)cc1,3.0,-19.4,-28.9,-2.7,-36.2,-2.1,-12.5,3.2,6.7,0.6,-19.0
O=C(Oc1cc(-c2ccccc2)no1)c1ccc(Cl)cc1,2.5,-12.8,13.5,-7.2,-19.8,-2.3,16.6,9.9,5.8,1.2,-3.0
CC(=O)c1c(N2CCN(Cc3ccc4c(c3)OCO4)CC2)nc(=S)n(-c2ccccc2)c1C,-1.0,7.0,1.4,4.6,-21.0,10.3,0.2,8.8,-2.9,-1.0,7.5
NCCCNC(=O)c1cc2ccccc2[nH]1,-0.5,-19.7,13.4,4.3,-4.4,1.4,1.1,-3.4,-5.9,-1.8,-2.7

# Part of the list above, with two lines to a compound.
# Every second line gives: iPSC survival up	Shn3 inh set2	HIF-2a block	TRPM1 prom inh	NR2E3 ag-1	EBV LMP1 NFkB	Peg3 prom inh	KKLEB cytotox	TRAIL sens C8	NR2E3 ag-2	CF NFkB inh
- Oc1ccc(Br)cc1C=Nc1cccn2cc(-c3ccccc3)nc12
→ 0.5	-37.0	-215.2	-46.3	-32.1	-21.6	-139.1	-2.2	0.7	-8.7	-5.1
- Clc1ccc(Cn2cc(Br)cn2)cc1Cl
→ -0.6	0.1	7.3	3.8	-8.4	-21.0	-0.6	-15.6	1.0	1.6	9.4
- CCCSc1nc(-n2ncc(C#N)c2N)c2c3c(sc2n1)CCC(C)C3 (centres undefined)
→ -0.8	16.7	-2.1	-0.1	-43.6	-6.2	3.0	6.6	1.3	4.8	0.0
- COc1cccc(CNC(=O)C(=O)NCC2CCCN2S(=O)(=O)c2cc(C)ccc2C)c1 (centres undefined)
→ -0.1	4.5	21.6	-6.3	-13.1	2.7	26.3	-3.1	-20.3	-2.0	-5.6
- O=C(OCc1ccccc1)N1CCC2CC1c1cc(/C=C/CCCSc3ncccn3)ccc12 (centres undefined)
→ -1.8	-30.1	-207.6	x	-12.3	-35.8	-133.2	15.8	12.4	x	-12.4
- CC12CCC(/C(=C/NNc3ccc([N+](=O)[O-])cc3[N+](=O)[O-])C1=O)C2(C)C (centres undefined)
→ 0.7	13.2	3.1	x	5.8	-6.6	-1.4	-17.9	-8.0	x	19.1

# Remaining list, next part:
mol,iPSC survival up,Shn3 inh set2,HIF-2a block,TRPM1 prom inh,NR2E3 ag-1,EBV LMP1 NFkB,Peg3 prom inh,KKLEB cytotox,TRAIL sens C8,NR2E3 ag-2,CF NFkB inh
CS(=O)(=O)c1cccc(NC(=O)C2CCCN2S(=O)(=O)c2ccc(F)cc2)c1 (centres undefined),-0.5,-51.6,-0.7,-4.4,-9.3,2.6,13.6,2.4,-11.3,-1.6,5.4
COc1ccc(O)c(CN2CC3CCC(CC3)C2)c1,-3.5,-15.3,-4.2,2.5,6.8,0.9,-21.7,16.6,-3.5,x,-5.4
CC(NC(=O)/C=C/c1ccc(Br)cc1)c1ccccc1 (centres undefined),1.6,7.8,-16.7,9.3,5.4,10.7,-11.6,-0.4,6.6,2.7,9.2
Nc1c(N(Cc2ccccc2)C(=O)COc2ccc(F)cc2)c(=O)[nH]c(=O)n1Cc1ccccc1,-0.7,-4.4,28.2,-8.1,18.0,2.7,8.1,-5.4,-6.6,-0.2,2.2
O=C1CCCC(O)=C1C=Nc1ccc2c(c1)oc1ccccc12,-0.1,-29.0,-260.0,-74.3,-23.9,-1.1,-167.0,-1.2,-1.5,0.6,-3.0
O=C(O)c1ccc(/C=C2\SC(=S)N(Nc3ccccc3)C2=O)cc1,-0.5,-4.4,7.4,-1.5,9.8,4.1,12.0,2.7,2.0,2.6,-41.2

# Screening results as filed in PubChem BioAssay.
